SKBR3 24h inh: SK-BR-3 proliferation inhibitors | SK-BR-3 viability, CellTiter-Glo ATP luminescence, 24 h; active compounds read low | viability, % at 10 µM | hit rate 0.47% among 41,000;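 active = viability at or below the median of all test compounds minus 3 SD, in both replicates if run twice, cut at about 45% in these data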;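 also: 100% = median untreated cell wells and 0% = median positive control drug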
* marks the source's active call; other numbers are inactive results. Not all compounds are listed; count on the stated rates, not on these rows.

molecule | SKBR3 24h inh
COC(=O)c1c(NC(=O)CSc2nnnn2-c2ccccc2)sc2c1CCC(C)C2 (centres undefined) | 73
CSc1nnc2c(n1)OC(c1cn(C)c3ccccc13)N(C(C)=O)c1ccccc1-2 (centres undefined) | 79
Cc1ccn(CC(=O)O)c(=O)c1 | 92
Cc1ccc2cc(C)c(NCCO)nc2c1 | 84
O=S(=O)(c1cccc(Cl)c1Cl)N1CCCCC1 | 91
COc1cc(NC(=O)CN(c2ccc(C)cc2)S(=O)(=O)c2c(C)nn(C)c2C)cc(OC)c1 | 80
CCCCSc1nnc([C@H](C)NC(=O)OC(C)(C)C)o1 | 92
O=C(Cc1ccc(Cl)cc1)Nc1ccc(-c2nnc(-c3ccco3)o2)cc1 | 90
CCC(c1nnnn1Cc1ccco1)N1CCN(c2cc(Cl)ccc2C)CC1 (centres undefined) | 87
COC(=O)c1ccccc1NC(=O)c1ccccc1N(C)S(C)(=O)=O | 97
O=C(c1ccc2c(c1)OCO2)N1CCN(c2ccc(F)cc2)CC1 | 108
Cc1cccc(NC(=O)Nc2cc(C)on2)c1 | 90

(listing goes on)
molecule | SKBR3 24h inh
Cc1ccc(OCCN2CCN(C(=O)CCC(=O)Nc3nnc(C)s3)CC2)cc1 | 107
COc1ccc2nc(C)cc(Nc3ccc(N4CCOCC4)cc3)c2c1 | 84
Cc1cc(=O)[nH]c(SCCOc2cccc(C(F)(F)F)c2)n1 | 90
O=C(Nc1cccnc1)C1CCCN(S(=O)(=O)c2cccc3nsnc23)C1 (centres undefined) | 100
CN(C)/C=N/c1c(C#N)cnn1-c1nc2ccccc2s1 | 81
CCCCn1c(SCC(=O)Nc2nnc(CC)s2)nc2ccccc2c1=O | 106
Cc1ccc2nc(NC(=O)CCNS(=O)(=O)c3ccc(Br)s3)sc2c1 | 96
Cc1ncsc1C(=O)Nc1nc2c(s1)CCCC2 | 98
O=c1[nH]cnc2scc(-c3ccsc3)c12 | 77
Nc1ccc(NC(=O)c2cccs2)c(Cl)c1 | 126
Cc1ccc(Cl)cc1NC(=O)CSc1nnc(C)n1-c1ccccc1 | 86
CCCCNC(=O)c1cc2n(n1)C(C(F)(F)F)CC(c1ccccc1)N2 (centres undefined) | 84

Going on with the list:
molecule | SKBR3 24h inh
CCC(=O)Nc1nc2ccccc2n1Cc1ccccc1 | 86
O=C(CCn1c(=O)oc2ccccc21)n1c(=O)oc2ccccc21 | 82
O=C(CN1CCN(c2ccc(F)cc2)CC1)NCC1CCCO1 (centres undefined) | 99
Cc1c(C(=O)OCC(C)(C)CN(C)C)oc2ccccc12 | 101
CCOC(=O)C1CCN(C(=O)Cc2cccs2)CC1 | 86
COc1ccc(C2CC(c3ccccc3)Nc3nc(N)nn32)cc1 (centres undefined) | 92
COC(=O)Cc1nc2ccccc2[nH]1 | 101
CC(C)c1ccc(NC(=O)C2C3C=CC4(CN(CCCN5CCOCC5)C(=O)C24)O3)cc1 (centres undefined) | 78
O=C(NCc1ccccn1)C1CCCN(Cc2cnn(-c3ccccc3)c2-n2cccc2)C1 (centres undefined) | 93
O=C(O)CC1NC(=O)N(c2ccc(Cl)cc2)C1=O (centres undefined) | 79
O=C(O)C1CCCCC1C(=O)NCCc1ccc(Cl)cc1 (centres undefined) | 93
O=C(Nc1ccncc1)c1cncc(Br)c1 | 97

Carrying on:
molecule | SKBR3 24h inh
Cc1ccc(-n2ncc3c(NCC4CCCO4)ncnc32)c(C)c1 (centres undefined) | 94
Cc1nnc(Sc2nc3ccccc3o2)c2ccccc12 | 92
Cc1[nH]c2ccccc2c(=O)c1CN(C)Cc1ccccc1 | 90
COc1cc(CN/C(C)=C(\C#N)C(N)=O)cc(OC)c1OC | 81
Cc1cccn2c(=O)c3cc(C(=O)N4CCCc5ccccc54)n(C)c3nc12 | 79
CCNc1nc2c(c(=O)n(Cc3ccccc3)c(=O)n2C)n1Cc1ccccc1 | 75
Cc1ccc(OCC2Cn3c(nc4c3c(=O)n(C)c(=O)n4C)O2)cc1 (centres undefined) | 55
Cc1nc(-c2cn[nH]c2)c2cc(C)oc2n1 | 94
O=C(C1CC1)N1CCN=C1SCc1cccc(C(F)(F)F)c1 | 86
CCCCC(=O)Nc1ccc(C(=O)Nc2ccc3c(c2)OCO3)cc1 | 86
CCOC(=O)CN(C(=O)CNC(=O)c1ccco1)C(C(=O)NC1CCCCC1)c1cccc(OC)c1 (centres undefined) | 149
O=C(CCS(=O)(=O)c1ccc(Br)s1)NCc1cccs1 | 90

Further compounds.
molecule | SKBR3 24h inh
CN(C)CCCN1C(=O)C(O)=C(C(=O)c2cc3ccccc3o2)C1c1ccccc1 (centres undefined) | 90
Cn1cc(C(=O)NC2CCCCC2)c(=O)c2cc(S(=O)(=O)N3CCCC3)ccc21 | 51
N#CC1=C(SCC(=O)c2ccc(Cl)cc2)NC2=C(C(=O)CCC2)C1c1ccco1 (centres undefined) | 120
COc1cc2c(OC)cccc2cc1C(=O)O | 88
NC(=O)C1CCN(C(=O)CSCc2ccccc2Cl)CC1 | 97
COc1ccccc1-n1c(SCC(=O)Nc2nnc(C)s2)nc2c(c1=O)SCC2 | 95
Fc1ccccc1Cn1nnc2c(NCc3ccccn3)ncnc21 | 95
Cc1cc(NC(=O)c2cc(Cl)ccc2Cl)no1 | 100
COC(=O)/C=c1/s/c(=C(\C#N)C(=O)NCc2ccco2)n(-c2ccc(C)cc2)c1=O | 90
COC(=O)C1=C(C)NC(C)=C(C(=O)OC)C1c1ccccc1[N+](=O)[O-] | 89
CS(=O)(=O)N1CCN(C(=O)c2ccccc2F)CC1 | 106
CC(=O)NC(CCS(C)(=O)=O)C(=O)Nc1ccc(C)c(F)c1 (centres undefined) | 76

Remaining list, next part.
molecule | SKBR3 24h inh
CCc1ccc(N2CSC3=C(C#N)C(c4cccs4)CC(=O)N3C2)cc1 (centres undefined) | 89
COC(=O)CSc1nc2ncc(Cl)cc2[nH]1 | 87
CCOc1cc(C)c(C(C)C)cc1S(=O)(=O)N1CCOCC1 | 96
Nc1ccc2c(c1)C(=O)N(CCCC(=O)O)C2=O | 84
Cc1cc(C)c(C)c(S(=O)(=O)NCC(=O)N2CCCC2)c1C | 83
O=C1OCCC1Sc1nc(-c2ccccc2)cs1 (centres undefined) | 87
Cc1ccc(C(N)=O)cc1S(=O)(=O)Nc1cccc(C)c1C | 102
Cc1cccc(C)c1NC(=O)CNc1ccccc1 | 91
CCOc1ccc(C(C)=O)cc1N1C(=O)C2C3C=CC(C3=C(C)C)C2C1=O (centres undefined) | 94
Cc1ccc(OCC(=O)Nc2ccc(S(=O)(=O)Nc3onc(C)c3C)cc2)cc1 | 139
Cc1ccc(-c2c3c(=O)n(C)c(=O)n(C)c3cn2N2CCOCC2)cc1 | 109
CC1CC(C)CN(CCC(=O)Nc2cccc(Cl)c2)C1 (centres undefined) | 75

The results go on:
| compound | SKBR3 24h inh |
| --- | --- |
| S=c1[nH]nc(-c2ccco2)n1-c1cccc2ccccc12 | 94 |
| COCCCNC(=O)Cn1nnc(-c2ccccc2NC(=O)c2ccccc2F)n1 | 83 |
| C=CCOc1ccccc1C1C2=C(CC(C)(C)CC2=O)Nc2c1c(=O)n(C)c(=O)n2C (centres undefined) | 97 |
| CCC(CO)NCc1ccc2c(c1)n(C)c(=O)n2C (centres undefined) | 89 |
| COc1ccc(-c2cc(C(F)(F)F)n3nc(C(=O)N4CCOCC4)nc3n2)cc1 | 87 |
| CCc1nnc(NC(=O)CSc2nc3cccnc3n2C2CCCCC2)s1 | 85 |
| Cc1ccc(N2CCN(C(=O)C3CCN(S(=O)(=O)c4cccc5nsnc45)CC3)CC2C)cc1 (centres undefined) | 99 |
| O=C(CSc1nc2ccccc2[nH]1)Nc1ccc2c(c1)OCCO2 | 78 |
| O=c1ccsn1Cc1ccccc1 | 91 |
| O=C(c1cn(-c2ccccc2)nc1-c1cccnc1)N1CCCCC1 | 108 |
| COc1ccc(C(=O)NC(=O)Nc2cc(C)ccn2)cc1 | 94 |
| OCCN(CCO)c1nc(N2CCCCC2)c2nc(N(CCO)CCO)nc(N3CCCCC3)c2n1 | 123 |
| CCOC(=O)Cn1c(=O)c2c(nc3n2CCCCN3c2ccc(OCC)cc2)n(C)c1=O | 64 |
| CCN1CCN(Cc2nc3c(c(=O)n(C)c(=O)n3C)n2Cc2cccc3ccccc23)CC1 | 118 |
| COC(=O)C1=C(C)N=C2SC(C)C(=O)N2C1/C=C/c1ccccc1OC (centres undefined) | 95 |
| CC(C)CC(=O)N=C1SC2CS(=O)(=O)CC2N1CCc1ccccc1 (centres undefined) | 96 |
| Cc1ccc(C(=O)NCC(C)(C)O)cc1 | 129 |
| Cc1ccccc1C(=O)N1CCC(C(=O)Nc2ccc(F)cc2)CC1 | 92 |
| O=c1c2[nH]c3ccc(F)cc3c2ncn1CCCN1CCOCC1 | 100 |
| Cc1ccc(C)c(NC(=O)CCn2nc(C)cc2C)c1 | 74 |
| COc1cc(C(=O)N(CCCO)Cc2cc3ccc(C)c(C)c3[nH]c2=O)cc(OC)c1OC | 111 |
| CCOc1ccccc1NC(=O)C1Cc2ccccc2CN1S(C)(=O)=O (centres undefined) | 82 |
| COCCNS(=O)(=O)c1ccc(SC)cc1 | 87 |
| CCOc1ccc(NCc2nnc(SCC(=O)Nc3cc(C)on3)n2-c2ccccc2OC)cc1 | 81 |
| CCc1ccc(NC(=O)CCNS(=O)(=O)c2cccc3nonc23)cc1 | 92 |

Additional records follow.
| compound | SKBR3 24h inh |
| --- | --- |
| Cc1ccc2nc(NC(=O)CSc3nc4c(c(=O)n3C)SC(C)C4)sc2c1 (centres undefined) | 104 |
| Cn1c(CC(=O)Nc2ccccc2)nnc1SCC(=O)c1ccccc1 | 121 |
| Cc1nc(-c2ccc(C(=O)O)cc2)cs1 | 96 |
| O=c1cc(-c2ccco2)nc(-c2cccs2)o1 | 86 |
| Cc1cc(C)n(-c2nnc3n2N=C(c2ccccc2)CS3)n1 | 99 |
| Cc1cc(C)nc(-n2nc(C)cc2NC(=O)CN2CCC(C)CC2)n1 | 82 |
| O=C(/C=C/Nc1ccccc1Br)c1ccccn1 | 94 |
| COc1cc(-c2noc(-c3cccs3)n2)cc(OC)c1OC | 72 |
| CC(=O)NCCOc1nc(N(C)C)nc(N(C)C)n1 | 88 |
| CSc1nsc(SCC(=O)NC2CCCCC2)n1 | 92 |
| COc1ccc(N2CCN(C(CNC(=O)c3ccc4c(c3)OCO4)c3cccnc3)CC2)cc1 (centres undefined) | 96 |
| CCOC(=O)CNC(=O)COc1ccc(Cl)cc1Br | 95 |
| O=C1CC(SCCO)C(=O)N1c1ccc(Oc2ccccc2)cc1 (centres undefined) | 96 |
| CC1CCN(CCCn2c(=S)[nH]c3ccccc3c2=O)CC1 | 102 |
| CCn1c(=O)c(C(=O)NCCNCCO)c(O)c2ccccc21 | 80 |
| Cc1ccc(S(=O)(=O)c2cc3c(=O)n4cccc(C)c4nc3n(CC3CCCO3)c2=N)cc1 (centres undefined) | 113 |
| Cc1cc(C)n(C(=O)CNC(=O)CCc2ccccc2)n1 | 114 |
| CCOC(=O)c1ccc(NC(=O)CN2C(=O)CSC2=O)cc1 | 102 |
| COc1ccc(N2CCN(C(=O)COc3ccc4ccccc4c3)CC2)cc1 | 92 |
| Cc1nc2ccccc2cc1O | 87 |
| CC(=O)OCC(=O)[C@H]1CC[C@H]2[C@@H]3CC=C4C[C@@H](O)CC[C@]4(C)[C@H]3CC[C@]12C | 84 |
| CC(CN1CCOCC1)OC(=O)c1ccc2c(c1)OCCO2 (centres undefined) | 131 |
| Cc1csc(C(C#N)C(=O)c2cc3ccccc3o2)n1 (centres undefined) | 86 |
| O=C(NCCCN1CCOCC1)c1ccccc1-c1ccccc1 | 89 |
| O=C(O)c1ccc(F)c(S(=O)(=O)Nc2ccccc2Cl)c1 | 80 |

Continued.
| compound | SKBR3 24h inh |
| --- | --- |
| CCCn1c(SCCc2ccccc2)nc2c1c(=O)[nH]c(=O)n2C | 89 |
| O=C(CNCCC1=CCCCC1)Nc1ccccc1N1CCCCC1 | 88 |
| Cc1cc(C)n(C(=O)c2ccc(S(=O)(=O)N3CCCC3)cc2)n1 | 112 |
| Cc1cc(N2C(=O)CC(Cc3ccccc3)C2=O)no1 (centres undefined) | 125 |
| Cc1ccc(OCC(O)Cn2c(=N)n(CCN3CCCCC3)c3ccccc32)cc1 (centres undefined) | 59 |
| CCCOC(=O)CCCCC1SCC(NC(=O)OC)C1NC(=O)OC (centres undefined) | 59 |
| Nc1c(C(=O)c2ccc(Br)s2)oc2ccccc12 | 115 |

Source: PubChem
